# KCNH2 3.1 block – qHTS for Inhibitors of KCHN2 3.1: Mutant qHTS. activity change, % (tested at about 1.8 µM). actives 0.95% (n = 340,000). U2OS KCNH2 3.1, thallium flux FluxOr; stronger effect = lower value. Potassium voltage-gated channel subfamily H member 2, brain isoform KCNH2 3.1 (human). AID 720553, 2013;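 active = maximum activity change below -70%; inconclusive = maximum activity change from -70% to -50%; inactive = maximum activity change above -50%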;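 also: thallium influx rate constant from kinetic fluorescence after stimulation buffer; % is scaled to controls: 0 for no effect and ±100 for the full control effect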
#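 Channel expression came from 3.1 mutant virus (1.77 x 10^8 /mL) applied to suspended U2OS cells for 4 h. Flux was tracked with FluxOr dye plus Red40 quencher, and kinetic rate constants normalized to controls.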
# MBNL1-CUG inh – qHTS Assay for Inhibitors of MBNL1-poly(CUG) RNA binding. actives 0.036% (n = 280,000). Potency, µM (doses to about 57.5 µM), inactives show at the top dose activity change, negative = inhibition, most hits filed as inhibitors. AID 2675, 2010. TR-FRET MBNL1-His/biotin-(CUG)12 binding, 665/545 ratio. Muscleblind-like protein 1 (Homo sapiens), Q9NR56; active = well fitted inhibition curve with a large enough effect in the signal ratio, with a control signal flat, not every such curve was filed as active; inconclusive = small, poorly fitted or top-dose-only effect, or effect the other way, or a change in a side signal; inactive = no such curve, though single readings can be large or run the other way; the % refers to the signal ratio; also: potency is read from the fitted curve at half-maximal effect; % is scaled to controls: 0 for no effect and ±100 for the full control effect
# Target sequence (Q9NR56 whole entry, looked up): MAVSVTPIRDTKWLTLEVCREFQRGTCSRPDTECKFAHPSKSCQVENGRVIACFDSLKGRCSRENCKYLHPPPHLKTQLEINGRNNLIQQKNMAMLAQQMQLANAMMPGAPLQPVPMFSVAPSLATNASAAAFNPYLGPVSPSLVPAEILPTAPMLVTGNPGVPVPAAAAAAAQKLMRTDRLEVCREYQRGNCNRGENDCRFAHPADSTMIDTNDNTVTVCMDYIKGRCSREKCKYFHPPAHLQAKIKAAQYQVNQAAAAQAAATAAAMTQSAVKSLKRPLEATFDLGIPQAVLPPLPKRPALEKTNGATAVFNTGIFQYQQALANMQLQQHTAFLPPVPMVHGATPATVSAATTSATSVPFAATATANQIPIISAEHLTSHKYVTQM
#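 Inhibition of protein-RNA binding appears as loss of TR-FRET between terbium anti-His antibody on MBNL1-His and streptavidin-XL665 on biotin-(CUG)12. Activity is normalized to buffer-only and uninhibited-complex controls.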
# ELG1 repair inh – qHTS screen for small molecules that inhibit ELG1-dependent DNA repair in human embryonic kidney (HEK293T) cells expressing luciferase-tagged ELG1; actives 2.3% (n = 330,000); HEK293T ELG1-luciferase reporter, luminescence, 16 h; DNA damage induced by 5-fluorouridine; Potency, µM (doses to about 46.1 µM), for inactives: at the top dose activity change, negative = inhibition, usual class: inhibitors; also: potency is read from the fitted curve at half-maximal effect; % is scaled to controls: 0 for no effect and ±100 for the full control effect; nearly all actives have a fitted effect of over 55% in size
#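 Step one: seed 2,000 cells per well. Step two: pin-transfer compound or DMSO alongside 5-fluorouridine. Step three: incubate 16 hr, 37 °C, 5% CO2. Step four: add ONE-Glo, wait 30 min, read luminescence.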
# Mito fusion yeast – qHTS Assay for Small Molecule Inhibitors of Mitochondrial Division or Activators of Mitochondrial Fusion; S. cerevisiae fusion-defective mutant growth rescue, CellTiterGlo 48 h; actives 0.23% (n = 320,000); AID 485298, 2010; Potency, µM (series often up to 46.1 µM), inactives show at the highest dose growth rescue (activation), actives largely listed as activators;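 also: potency is read from the fitted curve at half-maximal effect; % of control where 0% means no effect; nearly all actives have a fitted effect of over 45% in size; temperature-sensitive fusion mutants such as fzo1-1 at 37 °C on non-fermentable ethanol glycerol medium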
#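 S. cerevisiae fusion-defective temperature-sensitive mutants (e.g. fzo1-1, mgm1-5) grown 48 h at 37C in YPEG (ethanol/glycerol non-fermentable) medium with 23 nl compound per well; growth rescue read as CellTiterGlo luminescence.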
# Rab9 prom act – qHTS Assay for Rab9 Promoter Activators. Huh7 Rab9 promoter-luciferase reporter, luminescence, 24 h. Potency, µM (top dose mostly 9.22 µM), inactives show at the highest dose activation, negative = inhibition, actives largely listed as activators. actives 2.8% (n = 320,000). AID 485297, 2010; also: potency is read from the fitted curve at half-maximal effect; % of control where 0% means no effect; nearly all actives have a fitted effect of over 60% in size
#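 Luminescence read-out: Huh7 cells stably expressing Rab9-luciferase, treated 24 h with compound at 37 °C, then lysed with luciferase reagent for 10 min at ambient before reading.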
# RORgamma inh – qHTS for inhibitors of ROR gamma transcriptional activity. Nuclear receptor ROR-gamma (Mus musculus), P51450. Drosophila S2 Gal4-RORgamma UAS-luciferase reporter, 20 h. Potency, µM (titrated, usually from 53.6 µM), for the others: at the top dose activity change, negative = inhibition, usual class: inhibitors. actives 5.4% (n = 310,000). AID 2551, 2010; also: potency is read from the fitted curve at half-maximal effect; % is scaled to controls: 0 for no effect and ±100 for the full control effect; nearly all actives have a fitted effect of over 60% in size
#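 Drosophila S2 cells stably expressing Gal4-DBD/mouse RORγ fusion under metallothionein promoter plus UAS-luciferase; compound 1 h, then 700 uM CuSO4 induction for 20 h at ambient temperature; inhibition read as reduced luminescence.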
# NPC1 prom act – qHTS Assay for NPC1 Promoter Activators; actives 2.4% (n = 320,000); Huh7 NPC1 promoter luciferase reporter, 24 h; Potency, µM (titrated, usually from 9.22 µM), for the others: at the highest dose activation, usual class: activators;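 also: potency is read from the fitted curve at half-maximal effect; % of control where 0% means no effect; nearly all actives have a fitted effect of over 60% in size; reporter is driven by a mutant NPC1 promoter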
#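 Luciferase expression driven by the NPC1 promoter was measured in stably transfected Huh7 cells after a 24 h compound incubation, using a luciferase reagent and a luminescence read.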
# FLuc counter – qHTS profiling assay for firefly luciferase inhibitor/activator using purifed enzyme and Km concentrations of substrates (counterscreen for miR-21 project). Luciferin 4-monooxygenase (Photinus pyralis), P08659. Potency, µM (highest dose often 57.5 µM), without a hit: at the highest dose activity change, negative = inhibition, hits mostly inhibitors. purified FLuc, Km substrates, luminescence inhibition. actives 6.9% (n = 360,000). AID 588342, 2011;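 also: potency is read from the fitted curve at half-maximal effect; plate controls were vehicle for no effect and reference inhibitor for full effect; nearly all actives have a fitted effect of over 55% in size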
#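 Purified P. pyralis luciferase (10nM final) with 10uM D-luciferin and 10uM ATP (Km levels) in 50mM Tris acetate pH 7.5, 10mM Mg acetate, 0.01% Tween-20, 0.05% BSA; qHTS 6-point titration, ~60 µM downward; luminescence read.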
# PKM2 activator – qHTS Assay for Activators of Human Muscle isoform 2 Pyruvate Kinase. AID 1631, 2009. purified PKM2, Kinase-Glo ATP luminescence, activation; response scale: 0% is enzyme alone, no compound. Pyruvate kinase PKM (Homo sapiens), P14618. Potency, µM (doses to about 57.5 µM), for the others: top-dose activation, usual class: activators. actives 0.34% (n = 260,000); also: potency is read from the fitted curve at half-maximal effect; % is scaled to controls: 0 for no effect and ±100 for the full control effect; nearly all actives have a fitted effect of over 55% in size
# Target sequence (P14618 whole entry, looked up, canonical isoform): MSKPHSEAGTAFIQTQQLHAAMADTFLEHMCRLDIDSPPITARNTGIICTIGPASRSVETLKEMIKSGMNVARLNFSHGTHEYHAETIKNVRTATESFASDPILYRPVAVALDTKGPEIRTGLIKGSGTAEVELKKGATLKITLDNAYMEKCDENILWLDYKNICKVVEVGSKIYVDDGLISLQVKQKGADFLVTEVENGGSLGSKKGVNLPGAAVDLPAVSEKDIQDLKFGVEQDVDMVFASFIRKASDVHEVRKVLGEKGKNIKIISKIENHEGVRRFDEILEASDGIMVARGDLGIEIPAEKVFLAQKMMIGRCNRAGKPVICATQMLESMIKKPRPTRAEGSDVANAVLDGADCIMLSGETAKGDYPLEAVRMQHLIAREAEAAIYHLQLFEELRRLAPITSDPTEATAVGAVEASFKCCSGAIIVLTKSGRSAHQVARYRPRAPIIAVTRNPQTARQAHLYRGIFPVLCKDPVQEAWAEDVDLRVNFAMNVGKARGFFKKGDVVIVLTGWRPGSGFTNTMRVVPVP
#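 hPK-M2, >95% pure; 0.1 mM ADP / 0.5 mM PEP final; imidazole pH7.2 buffer w/ 7 mM MgCl2, 50 mM KCl; 1 h RT; Kinase-Glo lum. Intermediate enzyme activity for dual inhibitor/activator qHTS.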
# VP16 counter – VP16 counterscreen qHTS for inhibitors of ROR gamma transcriptional activity; Drosophila S2 Gal4-VP16 UAS-luciferase, luminescence, 20 h; Potency, µM (doses to about 53.6 µM), inactives show top-dose activity, negative = inhibition, usual class: inhibitors; actives 3.5% (n = 310,000);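 also: Gal4-VP16 expression switched on by copper sulfate through the metallothionein promoter; potency is read from the fitted curve at half-maximal effect; % is scaled to controls: 0 for no effect and ±100 for the full control effect; nearly all actives have a fitted effect of over 50% in size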
# Menin-MLL TR inh – qHTS Assay for Inhibitors Targeting the Menin-MLL Interaction in MLL Related Leukemias: Competition With Texas Red Labeled MLL-derived Mutant Peptide | Potency, µM (top dose mostly 61.6 µM), inactives show at the top dose FP activity change, negative = inhibition, usual class: inhibitors | actives 0.23% (n = 270,000) | Menin + Texas Red MLL mutant peptide, fluorescence polarization | O00255; active = well fitted inhibition curve with a large enough effect in the polarisation, with a control signal flat, not every such curve was filed as active; inconclusive = small, poorly fitted or top-dose-only effect, or effect the other way, or a change in a side signal; inactive = no such curve, though single readings can be large or run the other way; the % refers to the polarisation; also: potency is read from the fitted curve at half-maximal effect; % of control where 0% means no effect; many of its hits are not listed in these tables
# The depositor's hits bear a star; ? = inconclusive; . = no result given; [ ] = remark or other dose. Unless noted, calls follow the shape of the dose curve; as a rule, active = well fitted curve in the direction sought with a large enough effect; inconclusive = small, poorly fitted or top-dose-only effect, or another doubt; inactive = no such curve, though single readings can be large; an effect the other way counts as inactive or inconclusive. Only part of the results is shown; the hit share may differ from the screen's.
SMILES,KCNH2 3.1 block,MBNL1-CUG inh,ELG1 repair inh,Mito fusion yeast,Rab9 prom act,RORgamma inh,NPC1 prom act,FLuc counter,PKM2 activator,VP16 counter,Menin-MLL TR inh
Cc1ccc(CNC(=O)C(=O)NCCC2CCCCN2S(=O)(=O)c2ccccc2)cc1 (stereo unspecified),-15,.,-15%,0%,-1%,.,-1%,0%,.,.,.
CCOc1ccc(N(CC(=O)Nc2nccs2)S(=O)(=O)c2c(C)noc2C)cc1,6,-2%,-16%,4%,5%,-2%,-3%,-1%,16%,3%,-6%[11.7 µM]
Cc1cc(C)c(C)c(OCCOCCN2CCN(C)CC2)c1,10,4%,-1%,0%,-1%,1%,-2%,1%,0%,4%,-10%
Nc1ccccc1Nc1cc(-c2ccccc2)nn1-c1ccccc1,-12,1%,?,16%,16%,42%,10%,17µM*,1%,-19%,?
COc1ccc(/C=N/N=C2/NC(=O)C(CC(=O)O)S2)cc1OCc1ccccc1Cl (stereo unspecified),-8,11%,-3%,9%,-1%,23%,-1%,-3%,-20%,-4%,3%
CN(C(=O)CSc1nnc(C2CC2)n1-c1ccccc1)C1CCS(=O)(=O)C1 (stereo unspecified),-8,.,11%,2%,-4%,.,-1%,6%,.,.,.
CCC(=O)NC(=S)Nc1cccc(NC(=O)c2ccco2)c1,-3,-2%,-3%,2%,3%,-17%,9%,-18%,-8%,2%,-1%
O=S(=O)(c1ccccc1)[C@@]1(c2ccccc2)C[C@@H]2ON=C(c3cccc(-c4ccccc4)c3)[C@@H]2C1,.,.,-5%,2%,-1%,.,-1%,-2%,.,.,.
CCc1cc2c(SCC(=O)NCC3CCCO3)ncnc2s1 (stereo unspecified),-17,.,10%,4%,-7%,.,-2%,1%,.,.,.
COc1cccc(CN2C(=O)CCC2(C)C(=O)NC2CCCCC2)c1 (stereo unspecified),3,-4%,16%,-8%,-1%,13%,1%,-1%,25%,0%,-1%
CCn1c(=O)c2sccc2n2c(CCCC(=O)NCCc3ccc(S(N)(=O)=O)cc3)nnc12,-7,-6%,0%,13%,3%,-13%,-1%,0%,.,-2%,10%
S=C(c1cn(Cc2ccc(Br)cc2)c2ccccc12)N1CCOCC1,3,.,-23%,29%,-6%,14µM*,-1%,-2%,-10%,?,-7%
Cc1ccc(C)c(NC(=O)CS(=O)(=O)c2c[nH]c3ccccc23)c1,-1,-6%,-21%,3%,4%,6%,2%,1%,1%,1%,11%
O=C1c2cccc3cc([N+](=O)[O-])cc(c23)C(=O)N1/N=C/c1ccc(O)cc1O,7,?,-13%,-9%,-3%,-24%,15%,-5%,-1%,?,.
O=C(Oc1ccc(OC(=O)C2CCC2)cc1)C1CCC1,-7,.,-17%,-1%,-5%,11µM*,-3%,?,0%,22µM*,13%
Cc1ccccc1CNC(=O)C1CCC(=O)N(C2CC2)C1 (stereo unspecified),6,-2%,?,-1%,6%,4%,1%,-9%,-10%,4%,.
O=C(NC1CCCCC1)N1CCc2[nH]c3ccccc3c2C1,1,-2%,?,-6%,-4%,25%,13%,-7%,-6%,-12%,8%
COc1ccccc1NS(=O)(=O)c1cccc(C(=O)NNC(=O)c2ccc(O)c(Cl)c2)c1,-2,.,9%,1%,0%,.,0%,5%,.,.,.
Cc1ccc(NC(=O)CCNC(=O)Nc2ccccc2)cc1S(=O)(=O)N(C)C,-8,.,-5%,-3%,13%,.,-2%,.,.,.,.
COC(=O)c1cc(NC(=O)c2c(F)c(F)c(F)c(F)c2F)cc(C(=O)OC)c1,-1,-7%,-7%,25%,-3%,29%,-1%,-1%,-4%,-13%,24%
Cc1cc(Nc2ccc(N3CCC(C)CC3)cc2)n2ncnc2n1,14,-7%,0%,1%,-4%,-44%,-1%,-16%,-1%,13%,-17%
Cc1cc(N2CCOCC2)nc(C(C)C)n1,-4,-11%,-6%,-7%,-8%,-13%,2%,-1%,-2%,?,-1%
COC(=O)c1ccc(NC(=S)N(Cc2cccnc2)Cc2ccco2)cc1,-1,11%,?,5%,-10%,14%,-4%,-5%,-1%,10%[10 µM],9%
CSCC[C@H](NC(=O)COc1ccc(Cl)cc1)c1nc2ccccc2[nH]1,2,?,?,6%,0%,11%,-4%,-15%,-2%,?,22%
Nc1c(C(=O)Nc2ccc(S(=O)(=O)N3CCCC3)cc2)sc2nc3ccc(OC(F)(F)F)cc3cc12,-15,18%,?,0%,-32%[inhibitor],16µM*,-13%,-14%,0%,10µM*,-28%
# (cont.)
SMILES,KCNH2 3.1 block,MBNL1-CUG inh,ELG1 repair inh,Mito fusion yeast,Rab9 prom act,RORgamma inh,NPC1 prom act,FLuc counter,PKM2 activator,VP16 counter,Menin-MLL TR inh
O=C(O)C1CCCCC1C(=O)NCc1cn2ccccc2n1 (stereo unspecified),0,1%,4%,-2%,-1%,?,6%,3%,0%,-1%,-1%
CON(C)c1nc(OCCNC(=O)OCc2ccc(Cl)cc2Cl)nc(N(C)C)n1,-1,-4%,?,2%,-6%,18%,0%,3%,3%,-4%,9%
COc1cccc(CN(C(=O)c2ccco2)C2CCS(=O)(=O)C2)c1 (stereo unspecified),11,-6%,0%,0%,1%,0%,6%,5%,.,-11%,.
OC(Cn1ccnc1)c1ccc(Cl)cc1Cl (stereo unspecified),3,0%,11%,-3%,2%,-18%,-1%,1%,0%,-3%,15%
CC(C)C(NC(=O)COc1ccc2ccccc2c1)C(=O)N/N=C/C=C/c1ccccc1 (stereo unspecified),2,2%,-22%,2%,0%,-20%,1%,3%,6%,?,-10%
CC1CCCN(C(=O)c2ccc(S(=O)(=O)Nc3ccccc3Cl)cc2)C1 (stereo unspecified),9,0%,?,2%,3%,?,0%,7%,-3%,-14%,.
CN(C)/C=N/C(=S)Nc1ccccc1,17,-1%,?,1%,2%,16µM*,-5%,?,-3%,16%[10 µM],-10%
C=CCSC1=N/C(=C\c2sccc2C)C(=O)S1,-20,4%,-2%,2%,1%,14%,-8%,-13%,1%,?,21%
COc1ccc(NC(=O)CN2C(=O)NC3(CCCC3)C2=O)cc1S(=O)(=O)N1CCCCC1,0,.,3%,-1%,-3%,.,-1%,4%,.,.,.
Cc1cc2nc(C)n3c4ccccc4nc3n2n1,-9,8%,-1%,6%,2%,1%[10 µM],1%,-14%,11%,4%,13%
Cc1cccc(NC(=O)CCc2nc3sc4c(c3c(=O)[nH]2)CCCC4)c1,-9,.,11%,7%,-6%,.,1%,-1%,.,.,.
O=C(N=Nc1c(O)[nH]c2ccccc12)c1ccc(CN2CCOCC2)cc1,-5,?,11%,-4%,-7%,-3%,-1%,?,-2%,-8%,20%
O=C(NC(=S)Nc1cccc2cccnc12)c1cccs1,14,-3%,16%,-3%,0%,-1%,-5%,-3%,-1%,-5%,11%
Brc1ccc2nc(-c3cccs3)c(NCC3CCCO3)n2c1 (stereo unspecified),7,14%,?,-8%,27%,?,?,12µM*,-14%,-11%,-23%
C=CCn1cc(C(=O)N2CCN(C)CC2)c(=O)c2cc(S(=O)(=O)N(CC)CC)ccc21,4,-4%,-5%,1%,-1%[1.84 µM],-22%,-1%,5%,.,-13%,0%
COc1ccc(CNC(=O)c2cc3c(=O)[nH]c4ccccc4c3n2C)cc1,3,-6%,?,-1%,1%,-3%,-4%,3%,-1%,12%,-23%
CC(=O)N1CCCc2cc(S(=O)(=O)N3CCCC3)ccc21,1,-3%,?,-1%,-4%,-9%,1%,0%,1%,24%,-2%
COc1ccc(C(C#N)N2N=C(C)CC2(C)C)cc1OC (stereo unspecified),3,-10%,12%,0%,-4%,-2%,1%,?,-6%,-5%,1%
CC(=O)C1=C(C)NC(SCC(N)=O)=C(C#N)C1c1cccs1 (stereo unspecified),16,3%,.,0%,.,-31%,.,2%,-1%,11%,0%
Cc1nc(C(F)(F)F)ccc1C(=O)Nc1ccc2ccccc2n1,-17,-11%,10%,19%,17%,?,20%,?,.,20%,1%
COc1ccc([C@H]2[C@H]3C=CC[C@@H](C)[C@@H]3C(=O)N2Cc2ccccc2)cc1Cl,0,-7%,1%,15%,-9%,15%,1%,5%,-2%,7%,.

# Source: PubChem BioAssay (National Center for Advancing Translational Sciences (NCATS))
